Screening data from PubChem.
Tb PYK inh – qHTS of Trypanosoma Brucei Inhibitors. Potency, µM (doses to about 76.8 µM), for the others: at the highest dose activity, negative = inhibition, hits mostly inhibitors. pyruvate kinase (Trypanosoma brucei), Q57TT1. TbPYK enzyme, Kinase-Glo Plus ATP luminescence, 45 min. 0.12% of 410,000 active. AID 624173, 2012; further: potency means the concentration at half of the fitted maximal effect; on the % scale 0 is the no-effect control and ±100 the full control effect; nearly all actives have a fitted effect of over 50% in size
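Screened from lowest to highest concentration, compounds were pinned into TbPYK/substrate mixtures, and ADP (130 uM final) was added. Plates sat at room temperature for 45 min prior to Kinase-Glo Plus detection by luminescence.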
Pf growth 48h – Primary qHTS for delayed death inhibitors of the malarial parasite plastid, 48 hour incubation; P. falciparum luciferase growth in erythrocytes, 48 h; Potency, µM (series often up to 28.7 µM), without a hit: at the highest dose activity change, negative = inhibition, hits mostly inhibitors; 5.9% of 310,000 active; AID 504832, 2011; further: potency means the concentration at half of the fitted maximal effect; on the % scale 0 is the no-effect control and ±100 the full control effect
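Luciferase-expressing P. falciparum in infected erythrocytes (2% hematocrit, 0.1% parasitemia final) in RPMI 1640/0.5% Albumax were exposed to compound for 48 hours at 37 C, 5% CO2; growth read as luminescence.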
CHX counter – Cycloheximide Counterscreen for Small Molecule Inhibitors of Shiga Toxin. cell reporter, cycloheximide protein synthesis inhibition counterscreen. max response, %. 12% of 300,000 active. AID 2314, 2010; in the data active means max response mostly above about 13%, no sharp cut-off; inactive means mostly below about 14%; further: read at 38.3 µM for the half of the compounds with a filed dose; 0% is about no effect
AMA1 RON2 block – qHTS for Inhibitors of AMA1-RON; Towards Development of Antimalarial Drug Lead: Primary Screen; AlphaScreen AMA1-biotinylated RON2 peptide binding; Potency, µM (doses to about 58.2 µM), for inactives: top-dose activity change, negative = inhibition, actives largely listed as inhibitors; 0.2% of 360,000 active; AID 720542, 2013;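 further: potency means the concentration at half of the fitted maximal effect; 0% = vehicle wells and -100% = peptide control; nearly all actives have a fitted effect of over 45% in size; some results filed as inactive show a strong effect at the top dose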
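AMA1 (3D7) with his tag at 25 nM final met compounds first, then biotinylated RON2 peptide at 25 nM; detection used donor plus acceptor beads, 10 µg/mL apiece, read by AlphaScreen after 30 min at room temperature.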
Pf growth 96h – Primary qHTS for delayed death inhibitors of the malarial parasite plastid, 96 hour incubation | P. falciparum luciferase reporter growth, 96 h | Potency, µM (highest dose often 28.7 µM), for inactives: at the highest dose activity change, negative = inhibition, usual class: inhibitors | 6.9% of 320,000 active | AID 504834, 2011; further: potency means the concentration at half of the fitted maximal effect; on the % scale 0 is the no-effect control and ±100 the full control effect
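Readout is luminescence from an integrated firefly luciferase in P. falciparum. Red cells, 2% hematocrit and 0.05% parasitemia final, were cultured with compound through two parasite generations (96 hours) at 37 C, 5% CO2.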
Shiga toxin inh – A qHTS for Small Molecule Inhibitors of Shiga Toxin | inhibition, % at 38.7 µM | Vero cells, Shiga toxin protein synthesis inhibition reporter | 9.2% of 290,000 active; in the data active means inhibition mostly above about 28%, no sharp cut-off; inactive means mostly below about 43%; further: 0% is about no effect
LmPK inh – qHTS Assay for Inhibitors of Leishmania Mexicana Pyruvate Kinase (LmPK) | Q27686 | purified LmPK, Kinase-Glo ATP luminescence, 1 h | Potency, µM (doses to about 57.5 µM), for the others: at the top dose activity change, negative = inhibition, most hits filed as inhibitors | 0.37% of 290,000 active | AID 1721, 2009; further: potency means the concentration at half of the fitted maximal effect; on the % scale 0 is the no-effect control and ±100 the full control effect
Target sequence (Q27686 whole entry, looked up): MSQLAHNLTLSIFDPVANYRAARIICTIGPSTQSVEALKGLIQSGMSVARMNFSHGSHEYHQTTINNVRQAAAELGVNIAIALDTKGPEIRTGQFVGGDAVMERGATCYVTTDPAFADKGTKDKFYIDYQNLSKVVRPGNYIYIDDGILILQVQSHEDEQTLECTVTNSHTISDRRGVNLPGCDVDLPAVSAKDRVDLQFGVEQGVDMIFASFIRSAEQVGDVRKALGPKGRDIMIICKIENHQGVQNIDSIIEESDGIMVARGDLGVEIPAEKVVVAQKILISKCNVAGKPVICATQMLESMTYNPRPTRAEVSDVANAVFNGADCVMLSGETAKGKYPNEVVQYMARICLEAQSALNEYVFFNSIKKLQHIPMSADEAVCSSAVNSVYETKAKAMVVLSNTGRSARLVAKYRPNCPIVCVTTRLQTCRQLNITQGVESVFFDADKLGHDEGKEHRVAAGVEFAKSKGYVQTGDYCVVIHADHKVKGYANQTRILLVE
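0.1 nM LmPK, 0.5 mM PEP, 0.1 mM ADP; 50 mM imidazole pH 7.2, 7 mM MgCl2, 50 mM KCl; 1 h RT. Kinase-Glo luminescence readout, normalized to no-enzyme (full inhibition) and uninhibited wells.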
* hit, by the source's call; ? = inconclusive; / = no result given; & = joins results of further samples; [ ] = remark or other dose. Unless noted, the call rests on the fitted dose curve; in most records, active means well fitted curve in the direction sought with a large enough effect; inconclusive means small, poorly fitted or top-dose-only effect, or another doubt; inactive means no such curve, though single readings can be large; an effect the other way counts as inactive or inconclusive.

(1) Cn1c(=O)c(C(=O)NCCO)c(O)c2ccccc21
(2) CCOc1ccc(NC(=O)C(=O)N/N=C/c2cccnc2)cc1
(3) COc1ccccc1NS(=O)(=O)c1cccc(C(=O)N2CCCCCC2)c1
(4) Cc1ccc(C(C(=O)NCc2ccco2)N(C(=O)Cc2cccs2)c2cccnc2)cc1 (centres undefined)
(5) CCOc1ccc(-c2ccc(SCC)nn2)cc1
(6) Cc1ccc(NC(=S)c2nc3ccccc3s2)cc1
Compound | 1 | 2 | 3 | 4 | 5 | 6
Tb PYK inh | -1% | 2% | -7% | -2% | ? | 14%
Pf growth 48h | -6% | 22% | ? | -13% | -34% | 101%[activator]
CHX counter | -3 | 1 | / | 1 | 29* | 20
AMA1 RON2 block | 5% | 21% | 7% | 14% | 4% | 10µM*
Pf growth 96h | 5% | 13% | -23% | -10% | ? | 87%[activator]
Shiga toxin inh | 21 | -3 | / | -25 | 75* | 73*
LmPK inh | -2% | 2% | / | -3% | 11µM* | -6%

(7) Cc1ccc(CCP(=O)(O)CN2CCOCC2)cn1
(8) COc1ccc(C(=O)N(c2ccccc2)C2C=CS(=O)(=O)C2)cc1 (centres undefined)
(9) Cc1cnc(NC(=O)C2(c3ccccc3)CC2)s1
(10) COc1ccc(S(=O)(=O)CCC(=O)N2CCN(c3ccc(C(C)=O)cc3)CC2)cc1
(11) CC1(C)OC(=O)N(CCc2ccccc2)C1(C)O (centres undefined)
(12) CCCCCCSC1=C(C#N)C(=O)NC2(CCCCC2)S1
Compound | 7 | 8 | 9 | 10 | 11 | 12
Tb PYK inh | 1% | -1% | -5% | 1% | 0% | -5%
Pf growth 48h | 60%[activator] | 8% | 0% | -11% | 8% | 66%[activator]
CHX counter | -2 | -3 | 20* | 15* | -1 | 8
AMA1 RON2 block | 2% | -5% | 13% | 16% | 1% | 30%[activator]
Pf growth 96h | 35%[activator] | 0% | 25% | 8.3µM* | 0% | 50%[activator]
Shiga toxin inh | -3 | 41 | 74* | 56* | -9 | 33
LmPK inh | 5% | 4% | 5% | 3% | 1% | 4%

(13) CCOC(=O)C1=C(C)NC(C)=C(C(=O)OCC)C1c1ccccc1C=CC(=O)OC(C)(C)C
(14) N=c1c2c3c(sc2ncn1CCN1CCOCC1)CCCC3
(15) COC1CCCN(C(=O)c2cccc(OC3CCN(S(=O)(=O)N(C)C)CC3)c2)C1 (centres undefined)
(16) COC(=O)C1(C(F)(F)F)N=C2Sc3ccccc3N2C(N2CCOCC2)=N1 (centres undefined)
(17) CCN(C(=O)c1cc([N+](=O)[O-])ccc1NCc1cccnc1)c1ccccc1
(18) COc1ccc(-c2nn(-c3ccccc3)cc2/C=C/C(=O)NCCCn2ccnc2)cc1OC
Compound | 13 | 14 | 15 | 16 | 17 | 18
Tb PYK inh | -11% | 3% | 3% | 5% | -2% | 1%
Pf growth 48h | 13µM* | -23% | 15% | 1% | -9% | 12µM*
CHX counter | / | -1 | 10 | -1 | -3 | -6
AMA1 RON2 block | / | 3% | -11% | 2% | -6% | -16%
Pf growth 96h | 8.5µM* | ? | 45% | -60% | 0% | 10µM*
Shiga toxin inh | / | 5 | 24 | 5 | / | -5
LmPK inh | / | 5% | 6% | 0% | -3% | 0%

(19) C=C(C)c1cccc(C(C)(C)NC(=O)Nc2cc(C)ccc2OC)c1
(20) O=C(N/N=C/c1ccco1)c1ccc(NC(=O)c2ccc(Cl)cc2)cc1
(21) Cc1nn(C)c(Cl)c1C(=O)NCC(=O)Nc1ccc(C(C)C)cc1
(22) CCOc1ccc(N=C2NC(=O)S/C2=C\c2ccc(Cl)cc2)cc1
(23) Cc1onc(-c2c(F)cccc2Cl)c1C(=O)OCC(=O)c1c[nH]c2ccccc12
(24) COc1ccc(CCNC(=O)Cn2cccc2C(=O)c2ccccc2C)cc1OC
Compound | 19 | 20 | 21 | 22 | 23 | 24
Tb PYK inh | -4% | -7% | -20% | -2% | 5% | 0%
Pf growth 48h | ? | 6% | ? | 32%[activator] | ? | -27%
CHX counter | 17 | 9 | 5 | 1 | -2 | 1
AMA1 RON2 block | -4% | 16% | 0% | 0% | -20% | -5%
Pf growth 96h | ? | 5% | -1% | 60%[activator] | ? | 9.3µM*
Shiga toxin inh | 27 | 5 | 3 | 13 | 3 | -12
LmPK inh | 6% | -4% | 5% | -2% | 2% | -1%

(25) COC(=O)N1CCc2c(sc(NC(=O)C3COc4ccccc4O3)c2C(N)=O)C1 (centres undefined)
(26) Cc1ccccc1OCC(=O)NNC(=O)C1CCN(c2ncnc3sc(C)c(C)c23)CC1
(27) Cc1ccc(C2=NS(=O)(=O)N(C)C(C(=O)NCc3ccc(F)cc3)=C2)cc1
(28) CCOC(=O)c1cc(OC(=O)c2ccccc2OC)n(-c2ccccc2)n1
(29) O=C(Cn1cnc2c(nnn2Cc2ccc(Cl)cc2)c1=O)N1CCCc2ccccc21
(30) CN(Cc1cccc(C(F)(F)F)c1)C(=O)C1CCC(=O)N(CC2CCCCC2)C1 (centres undefined)
Compound | 25 | 26 | 27 | 28 | 29 | 30
Tb PYK inh | -19% | 3% | 0% | -8%&-17% | 7% | 1%
Pf growth 48h | 15µM* | ? | 24% | / | -24% | -2%
CHX counter | / | / | 10 | -1 | -2 | -3
AMA1 RON2 block | 13% | 38%[activator] | -17% | 13% | -4% | -7%
Pf growth 96h | ? | ? | 60%[activator] | 76% | / | ?
Shiga toxin inh | / | / | 25 | -11 | 15 | 8
LmPK inh | / | / | 1% | 11% | 0% | 11%

The last 4 records of the part above open the next one:
(27) Cc1ccc(C2=NS(=O)(=O)N(C)C(C(=O)NCc3ccc(F)cc3)=C2)cc1
(28) CCOC(=O)c1cc(OC(=O)c2ccccc2OC)n(-c2ccccc2)n1
(29) O=C(Cn1cnc2c(nnn2Cc2ccc(Cl)cc2)c1=O)N1CCCc2ccccc21
(30) CN(Cc1cccc(C(F)(F)F)c1)C(=O)C1CCC(=O)N(CC2CCCCC2)C1 (centres undefined)
(31) Cc1c(C(=O)NC(=S)Nc2ccc(NC(=O)c3cccs3)cc2)oc2ccccc12
(32) Cc1cc(C)nc(SCC(=O)c2ccc(O)cc2O)n1
(33) Cc1cccc(C(=O)NNC(=O)c2ccc(F)cc2)c1
(34) CCN(CC)CCCNC(=O)c1ccc(CS(=O)(=O)c2ccccc2OC)o1
(35) O=C(Oc1ccc2ccc(=O)oc2c1)N1CCOCC1
(36) COc1ccc(S(=O)(=O)N2CCCCC2)cc1
Compound | 27 | 28 | 29 | 30 | 31 | 32 | 33 | 34 | 35 | 36
Tb PYK inh | 0% | -8%&-17% | 7% | 1% | -2% | -11% | 4% | 6% | -6% | 0%
Pf growth 48h | 24% | / | -24% | -2% | -9% | / | 3% | 14% | 36%[activator] | 4%
CHX counter | 10 | -1 | -2 | -3 | -5 | -3 | 14* | -3 | 7 | -4
AMA1 RON2 block | -17% | 13% | -4% | -7% | 0% | 33%[activator] | -3% | 22% | -12% | -21%
Pf growth 96h | 60%[activator] | 76% | / | ? | ? | 7% | ? | ? | ? | ?
Shiga toxin inh | 25 | -11 | 15 | 8 | -15 | -9 | 16 | -11 | 76 | -6
LmPK inh | 1% | 11% | 0% | 11% | 7.1µM* | 8% | -1% | 0% | 1% | -1%

(37) O=C(CN1CCN(c2ccccc2O)CC1)NC(=O)NC1CCCC1
(38) C(=N\N(c1ccccc1)c1ccccc1)/c1ccccn1
(39) CCCCCc1cc(=O)oc2c(C(CCN3CCCC3)c3ccc(N(C)C)cc3)c(OC)cc(OC)c12 (centres undefined)
(40) COc1cc(C(=O)NCCCOC(C)C)ccc1OC1CCN(C(C)=O)CC1
(41) COc1ccc(NC(=O)CC2(CC(=O)N3CCOCC3)CCCC2)cc1Cl
(42) Cc1ccc(-c2cc(-c3ccccc3)c(C#N)c(N)n2)o1
Compound | 37 | 38 | 39 | 40 | 41 | 42
Tb PYK inh | 2% | 5% | -3% | -1% | -16% | ?
Pf growth 48h | ? | -15% | ? | 7% | ? | ?
CHX counter | -2 | 1 | -5 | 2 | / | 1
AMA1 RON2 block | -7% | 26% | 8.9µM* | 3% | -3% | 5%
Pf growth 96h | ? | 8% | 9.3µM* | ? | ? | 20%
Shiga toxin inh | -9 | -2 | -8 | -4 | / | -8
LmPK inh | 0% | 3% | 5% | -12% | / | -28%

(43) O=C(NCc1cccs1)c1cccn2c(=O)c3sccc3nc12
(44) Cc1cccc(-n2c(C)nc3ccc(Cl)cc3c2=O)c1
(45) CCC(C)N1C(=O)N(C)C2NC(=O)NC21 (centres undefined)
(46) CCOC(=O)C1(CCCc2ccccc2)CCN(Cc2cnn(C)c2)CC1
(47) CCOC(=O)C1(Cc2cccc(OC)c2)CCN(C(C)COC)CC1 (centres undefined)
(48) NC(=O)c1oc2ccccc2c1NC(=O)c1ccc(F)cc1
Compound | 43 | 44 | 45 | 46 | 47 | 48
Tb PYK inh | -9% | 1% | -4% | -3% | 3% | -8%
Pf growth 48h | 12% | -5% | 0% | ? | ? | 4%
CHX counter | -11 | 0 | -2 | -2 | 13 | -2
AMA1 RON2 block | 2% | -3% | 7% | -12% | 3% | 0%
Pf growth 96h | -2% | ? | -12% | ? | ? | 7%
Shiga toxin inh | -5 | -7 | -13 | -3 | -1 | 0
LmPK inh | 0%[11.5 µM] | -1% | -4% | 0% | 5% | 1%

(49) Cc1ccc(C)[n+](CC(=O)c2ccc(-c3ccccc3)cc2)c1
(50) COc1cccc(-c2noc(C3CCCN(S(=O)(=O)c4cccc(Cl)c4C)C3)n2)c1 (centres undefined)
(51) COc1ccccc1Nc1nc(Cl)nc(NC(C)(C)C)n1
(52) CCN(CC)c1ccc(N=Nc2nn(C)c(C)c2[N+](=O)[O-])cc1
(53) CN(C)CCSc1nnc2sc3ccccc3n12
(54) CCCCn1c(SCC(=O)c2ccc(OC)c(OC)c2)nc2cc(S(N)(=O)=O)ccc21
(55) CCc1ccc(C(=O)CSC2=C(C#N)C(c3ccco3)C(C(C)=O)=C(C)N2)cc1 (centres undefined)
(56) O=C(NCc1n[nH]c(=S)n1-c1cccc(Cl)c1)c1ccc(S(=O)(=O)N2CCCC2)cc1
(57) CCn1c(O)c(C=NCc2cccs2)c(=O)n(CC)c1=S
Compound | 49 | 50 | 51 | 52 | 53 | 54 | 55 | 56 | 57
Tb PYK inh | 3% | -3% | -2% | -13% | -5% | -24% | / | ? | 5%
Pf growth 48h | 9.3µM* | 5% | 1% | ? | 9% | / | ? | 7% | /
CHX counter | -2 | -3 | 11* | 65* | 11 | -1 | 30* | 12 | -3
AMA1 RON2 block | -16% | 8% | 12% | -25%[11.6 µM] | -3% | -8% | / | 28% | 13%
Pf growth 96h | -6% | 30%[activator] | 12% | 3.7µM* | 41%[activator] | ? | 37%[activator] | 2% | 5%
Shiga toxin inh | -6 | -22 | 9 | 87* | 25 | -8 | 32 | -11 | -15
LmPK inh | 1% | 3% | 5% | -20% | -1% | 10% | 16% | 0% | 2%
